RTF Ca sens act = increases calcium sensitivity of human cardiac regulated thin filaments; P19429+P45379; activation, % at 7.2 µM; 340,000 compounds, 0.24% hits; IANBD-labeled TnC RTF fluorescence at EC20 calcium; 0% EC20 calcium, 100% full calcium;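 active means activation above the mean over all tested compounds plus 3 SD, cut at about 30% in these data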;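 further: rise in fluorescence read as greater calcium sensitivity of cardiac thin filaments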
Keap1 Nrf2 FP = disrupts human Keap1 binding to Nrf2 peptide | Q14145 | Keap1 Kelch-Nrf2 peptide fluorescence polarization, 1536-well | inhibition, % at 9.4 µM | 340,000 compounds, 0.15% hits | AID 504523; in the data active means inhibition above about 12%;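 further: human Keap1 Kelch domain with fluorescein labeled Nrf2 9mer peptide probe; 0% = neutral control wells and 100% = peptide positive control; higher means more block of Keap1 binding to Nrf2 peptide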
Cardiac RTF inh = cardiac RTF calcium desensitization; P19429+P45379; IANBD-labeled cardiac RTF, Ca2+ fluorescence; inhibition, % at 7.15 µM; 340,000 compounds, 0.12% hits; AID 493244;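 active means inhibition above the mean inhibition of all tested compounds plus 3 SD, cut at about 17% in these data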;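 further: assay run at fixed EC70 calcium of 1.6 mM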
Wnt act = activates Wnt/beta-catenin signaling in a reporter cell assay | activator, plate reader | activation, % at 9.35 µM | 300,000 compounds, 1.2% hits; in the data active means activation above about 30%, passing the limit was not always enough;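 further: 0% = neutral control wells and 100% = positive control wells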
OPRM1-OPRD1 ag = OPRM1-OPRD1 heterodimerization agonism; P35372+P41143; cells, luminescence; activation, % at 9.3 µM; 340,000 compounds, 0.3% hits; AID 504326; in the data active means activation above about 18%;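 further: 0% = vehicle-treated cells and 100% = reference agonist; values of inactives mirror those of a sister screen read the other way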
V-ATPase pHluor = alters yeast V-ATPase proton transport; response, % at 10 µM; 350,000 compounds, 0.37% hits; S. cerevisiae, pHLuorin cytosolic pH fluorescence; AID 504577; in the data active means response mostly above about 7.3%, no sharp cut-off; inactive means mostly below about 5.4%; further: actives read high; inactives centre near 0; some compounds called inactive have numbers as strong as hits; reference of the scale not given here
OPRM1-OPRD1 inv = mu-delta opioid heterodimer inverse agonism; 340,000 compounds, 0.21% hits; cell-based MOR-DOR heterodimer luminescence; P35372+P41143; AID 504357; inhibition, % at 9.3 µM; in the data active means inhibition above about 22%, passing the limit was not always enough;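 further: 0% = cells with DMSO and 100% = wells without cells with DMSO; values of inactives mirror those of a sister screen read the other way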
Arrestin-AP2 inh = human beta-arrestin and AP2 interaction inhibition. FITC-arrestin peptide / GST-AP2 beads, flow cytometry; AP2 beta2 appendage carries R879A mutation. inhibition, % at 10 µM. 340,000 compounds, 0.31% hits. AID 504490;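 active means inhibition above a set limit, near 3 SD of compounds lacking own fluorescence, cut at about 54% in these data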;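 further: plate controls were DMSO wells for no effect and 5 µM unlabelled arrestin peptide for full effect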
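Measured by: flow cytometry, FL1 (488/535 nm); Material: AP2 appendage R879A on GSH beads; Evaluation: percent response; Timing: pre-incubation 12 min, peptide binding 1 h, room temperature; Also added: 50 nM FITC-arrestin peptide; Medium: PBS with 0.05% Tween 20 and 0.1% BSA.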
LANA DNA inh = inhibitors of KSHV LANA C-terminal domain DNA binding; MBP-C-LANA/FAM-LBS DNA binding, fluorescence polarization; inhibition, % at 9 µM; 340,000 compounds, 0.078% hits; AID 504423;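 active means highest replicate inhibition at or above 60% at 9 µM, even if other replicates fall short; inactive means all replicates below 60% inhibition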;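 further: 0% = neutral control wells and 100% = 4 µM acridine orange control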
DSG3 Ab inh = inhibitors of pemphigus antibody binding to human desmoglein-3; P32926; DSG3-coupled beads, scFv-anti-DSG3-GFP binding, flow cytometry; active compounds read low; binding (percent of control), % at 10 µM; 310,000 compounds, 0.48% hits; AID 588358;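 active means binding more than 3 SD below its plate's average and above zero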;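 further: hits lower antibody fragment binding to DSG3; some compounds called inactive have numbers as strong as hits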
Target sequence (P32926 whole entry, looked up, the tested form may be a part): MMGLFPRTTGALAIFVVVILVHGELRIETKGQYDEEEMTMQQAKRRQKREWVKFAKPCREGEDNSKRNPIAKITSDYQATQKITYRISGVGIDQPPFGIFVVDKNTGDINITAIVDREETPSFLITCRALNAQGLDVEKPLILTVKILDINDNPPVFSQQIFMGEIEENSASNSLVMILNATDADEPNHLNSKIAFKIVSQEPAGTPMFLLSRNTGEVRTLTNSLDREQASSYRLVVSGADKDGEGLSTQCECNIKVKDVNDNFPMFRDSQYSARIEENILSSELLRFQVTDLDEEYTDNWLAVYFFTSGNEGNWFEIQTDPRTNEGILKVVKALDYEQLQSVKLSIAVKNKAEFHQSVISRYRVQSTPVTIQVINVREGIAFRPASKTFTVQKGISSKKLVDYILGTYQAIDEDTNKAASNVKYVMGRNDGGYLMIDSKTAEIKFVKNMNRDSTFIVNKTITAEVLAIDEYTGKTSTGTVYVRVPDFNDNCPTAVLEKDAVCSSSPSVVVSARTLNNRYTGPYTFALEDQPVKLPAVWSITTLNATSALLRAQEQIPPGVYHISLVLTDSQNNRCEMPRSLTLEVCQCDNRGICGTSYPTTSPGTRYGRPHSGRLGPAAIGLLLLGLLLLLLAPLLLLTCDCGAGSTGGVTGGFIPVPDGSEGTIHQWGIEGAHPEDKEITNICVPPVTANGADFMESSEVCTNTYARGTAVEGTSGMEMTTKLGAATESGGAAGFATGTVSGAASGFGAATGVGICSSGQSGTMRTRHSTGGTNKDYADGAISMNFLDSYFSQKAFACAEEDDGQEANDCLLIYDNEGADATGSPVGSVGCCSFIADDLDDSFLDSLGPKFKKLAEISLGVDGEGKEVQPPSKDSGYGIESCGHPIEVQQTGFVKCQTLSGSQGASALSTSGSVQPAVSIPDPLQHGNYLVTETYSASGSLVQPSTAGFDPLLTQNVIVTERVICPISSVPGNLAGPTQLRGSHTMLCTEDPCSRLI
* = called active by the depositor; . = no result given.

SMILES	RTF Ca sens act	Keap1 Nrf2 FP	Cardiac RTF inh	Wnt act	OPRM1-OPRD1 ag	V-ATPase pHluor	OPRM1-OPRD1 inv	Arrestin-AP2 inh	LANA DNA inh	DSG3 Ab inh
O=C(COc1c(F)c(F)cc(F)c1F)NC(=O)NC1CCCC1	2	-4	-1	-8	3.1	-4	-18	14	-0.8	.
Cc1cc(NC(=O)CCC(=O)N(Cc2cccs2)C(C(=O)NC2CCCC2)c2ccncc2)no1 (centres undefined)	9	-2	-5	-2	1.0	9	-6	-5	1.0	89
O=C(C1=C[C@@H](C2CCCCC2)C[C@@H](OCCCCO)O1)N1CCN(Cc2ccc3c(c2)OCO3)CC1	0	1	0	-6	-0.8	0	4	-3	2.5	106
COc1ccc(N2C(=O)CCC(C(C)=O)=C2C)cc1	5	-7	-7	.	-0.3	0	2	-5	2.1	122
CC(C)c1nnc(NC(=O)CCC(=O)N2CCN(Cc3ccc(F)cc3)CC2)s1	-5	-2	2	0	-0.5	-2	2	26	-0.2	99
CCc1ccc(NC(=O)[C@@H](NC(=O)[C@@H]2Cc3ccccc3CN2)C(C)CC)cc1 (some centres undefined)	-3	-1	0	3	0.4	-4	-2	25	-0.1	99
O=C(N/N=C/c1cccs1)c1ccc2c(c1)OCO2	10	-6	-3	.	-0.7	8	4	-3	1.2	.
COC(=O)CN1C(=O)N/C(=C/c2ccc(OC)cc2)C1=O	2	-4	-3	1	-3.2	-1	15	-1	-1.1	.
CC1=C(C(=O)Nc2ccc(C)cc2C)C(c2ccc(C)o2)NC(=O)N1 (centres undefined)	0	-3	-7	.	-1.0	-2	6	19	0.3	99
O=C(O)c1nn(-c2ccccc2)c(-c2ccccc2)c1C(=O)c1ccccc1	-2	-5	-1	-6	-2.0	9	10	8	-0.6	89
CCOc1ccc(NC(=O)C2CCCN(S(=O)(=O)c3ccc4c(c3)CCCN4C(C)=O)C2)cc1 (centres undefined)	-4	-1	5	-3	-0.5	0	3	29	0.4	92
O=C(N[C@@H](Cc1c[nH]c2ccccc12)C(=O)O)C1CCN(S(=O)(=O)c2ccc(Cl)cc2)CC1	-10	0	5	0	-0.8	3	4	4	0.3	110
Cc1nn(CC(=O)NC2(C)CCS(=O)(=O)C2)c(C)c1S(=O)(=O)N(C)C (centres undefined)	-4	3	2	1	-3.1	9	12	-11	-0.6	.
Cc1cc(N2CCN(C(=O)/C=C/C(=O)O)CC2)c2ccccc2n1	-3	-6	0	1	1.0	-4	-5	4	-0.5	98
COc1cc2c(cc1OC)/C(=C/C(=O)c1ccccc1)NCC2	-5	-2	3	-3	0.4	1	-2	29	2.4	105
CCNC(=S)N/N=C(\C)c1ccc2c(c1)OCCO2	3	-1	-1	4	-0.7	0	4	34	0.3	98
O=C(COC(=O)c1cc(S(=O)(=O)N2CCCCC2)ccc1N1CCOCC1)c1ccccc1	8	-5	-18	-3	0.1	2	0	28	-0.4	115
CN(CC(=O)Nc1cccc(F)c1)C(=O)CSc1ccccc1	-4	3	-2	2	-0.2	3	2	11	-1.1	96
COc1ccc(CNC(=O)[C@H](C)NC(=O)C2CCN(S(=O)(=O)c3ccccc3)CC2)cc1	5	-1	-1	-2	-1.1	2	5	0	-0.6	106
O=C(CSCc1cnn(-c2ccccc2)c1-n1cccc1)NCc1ccccn1	-1	2	6	2	-1.8	-3	9	6	2.1	104
C=C[C@](C)(CC[C@@]1(C)C(C)CC(OC2OC(C)C(OC3OC(COC(C)=O)C(O)C(O)C3O)C(O)C2O)[C@@]2(C)C(C)=CCCC12)OC1OC(C)C(O[C@@H]2O[C@@H](C)C(O)C(O)[C@H]2O)C(O)C1O (some centres undefined)	-5	-3	-5	.	-0.9	1	4	-4	4.0	99
COC(=O)c1c(-c2ccc(Br)cc2)csc1NC(=O)Cc1ccc(OC)c(OC)c1	-1	0	-12	.	-0.1	1	0	4	-1.4	99
Cc1cccc(NC(=O)C2CCCN(S(=O)(=O)c3cccs3)C2)c1C (centres undefined)	5	-2	1	-3	1.6	-2	-12	8	1.2	.
COc1ccc(C2c3ccc(O)cc3Oc3ncn(CCN4CCOCC4)c(=N)c32)cc1OC (centres undefined)	25	8	-21	6	-2.0	0	10	6	24	93
Cc1nc2ccccn2c1C(=O)NC1CCCCC1	1	2	-5	.	-0.7	-1	4	-6	1.0	104
COc1ccccc1N1CCN(C(c2cccs2)C(C)NC(=O)C(=O)N2CCCCC2)CC1 (centres undefined)	-3	-5	-1	1	-1.1	-4	5	11	-2.9	106
CCC(=O)C1CCCN(C(=O)CCc2nnc(-c3ccc(C(C)=O)s3)o2)C1 (centres undefined)	0	-5	-1	22	-2.5	3	13	-2	-0.7	101
Cc1cc(NC(=O)COC(=O)COc2cccc3c2OC(C)(C)C3)no1	1	-4	-17	-3	0.0	-6	0	6	3.5	.
CCN(CC(=O)Nc1c(F)cccc1F)C(=O)c1ccc(NC(=O)CC2SC(N3CCCC3)=NC2=O)cc1 (centres undefined)	7	-7	-14	0	-0.1	-1	0	8	-0.2	103
O=C(CC1SC(=O)N(c2ccccc2)C1=O)Nc1ccc(Br)cc1 (centres undefined)	.	.	.	26	.	-3	.	-12	.	106
COC(=O)CCC(=O)OC1(C)C(=O)C2=CN(CCc3ccccn3)C(c3ccc(OC)cc3)=CC2=C(Br)C1=O (centres undefined)	8	4	-11	.	6.7	-6	-37	22	0.2	100
CC(C)(C)c1csc(NC(=O)C2=COCCO2)n1	3	-1	1	53*	-1.5	-1	10	11	-0.3	98
Cc1c(C)c2ccc(OCC(=O)N3CCC(C(=O)O)CC3)cc2oc1=O	2	-4	-8	-1	-3.0	6	15	3	1.6	99
O=C(Nc1nccs1)C1CC(=O)N(CCc2ccccc2)C1 (centres undefined)	3	-4	-24	-2	-4.2	8	21	1	-0.1	102
Cc1c(O)ccc(NS(=O)(=O)c2ccccc2)c1C	-4	-2	5	0	-0.9	0	5	8	-1.1	103
CC1CCC(NCc2ccco2)CC1 (centres undefined)	-2	-3	2	-1	-0.8	3	5	8	-1.0	101
O=C(NCc1ccccc1)C1CC(=O)N(c2ccc(OCC(=O)N3CCOCC3)cc2)C1 (centres undefined)	5	-7	-2	2	0.2	0	-2	-3	0.8	93
C=CCN1C(=O)[C@]2(c3ccccc31)C1CCCC=C1C(C#N)=C(N)C2(C#N)C#N (some centres undefined)	0	-2	-4	.	3.1	2	-15	5	1.0	108
Cc1ccc(-c2cc(C(=O)O)c3ccccc3n2)c(C)c1	-4	0	8	2	-3.1	2	17	24	1.7	97
Fc1ccc(OCCCCN2CCOCC2)cc1	2	-3	1	-1	-0.2	-1	1	12	-1.5	102
CN(Cc1ccccc1)Cc1c(O)ccc2ccccc12	-5	-4	-2	1	-2.4	7	11	7	4.4	97
CC1CCc2nc(NCCO)nc(C(F)(F)F)c2C1 (centres undefined)	0	-3	15	.	3.3	5	-20	7	0.6	83
Cc1cccc(NC(=S)N(CCN(C)C)C(C)c2ccco2)c1 (centres undefined)	15	-2	-22	.	1.3	-2	-6	-8	-0.7	99
COc1ccc(-c2[nH]ncc2/C=N\NC(=O)c2cccs2)cc1OC	1	-6	8	-2	-3.1	5	17	9	-2.3	113
CCC1=NN(C(=O)C(=O)Nc2ccc(OC)cc2)C(O)(C(F)(F)F)C1 (centres undefined)	6	-5	-13	-1	-1.7	-2	10	-2	1.9	96
COc1cc(/C=N/NC(=O)c2sc3ccccc3c2Cl)ccc1OC(=O)c1ccc([N+](=O)[O-])cc1	11	-2	-8	6	-0.3	1	2	2	-0.5	78
Cc1oc2cc3oc(=O)ccc3cc2c1C	5	-3	-3	5	-0.6	1	3	12	-1.5	102
COc1ccc(N2CCN(S(=O)(=O)CCNC(=O)C(C)Oc3ccccc3)CC2)cc1 (centres undefined)	0	-1	-20	-1	-0.9	0	6	-12	2.3	109
O=S(=O)(c1ccccc1)N1CCN(C(=S)Nc2ccccc2)CC1	-3	1	-8	0	-6.3	0	21	-8	-0.9	109
O=C(CSCc1ccc([N+](=O)[O-])cc1)Nc1ccc(S(=O)(=O)N2CCCCCC2)cc1	-1	-2	-8	-1	0.6	0	-4	27	1.7	103
COc1ccc(-c2nc(CN3CCN(c4ncnc5ccccc45)CC3)c(C)o2)c(OC)c1	-2	-4	-10	-7	3.4	-2	-25	1	0.5	101
Cn1nnnc1SCC(=O)Nc1ccccc1Br	-1	0	-1	1	-0.8	-3	3	-9	-1.2	108
CN(Cc1ccccc1)CC(O)COc1ccc(CNCCOc2cccnc2)cc1 (centres undefined)	3	-3	10	-3	-1.2	1	6	-15	-3.0	111
Cc1cc(=O)oc(C)c1C(=O)N1CCN(C(c2ccccc2)c2ccccc2)CC1	3	-4	-5	.	-2.8	-1	15	7	-0.2	113
Cc1cccc(NC(=S)NC2CC3CCCC(C2)N3Cc2ccccc2)c1C (centres undefined)	0	-5	-6	-1	3.0	4	-16	22	0.2	103
O=C(O)CCCN(Cc1cccc(Br)c1)S(=O)(=O)c1ccc(Br)cc1	3	2	-7	0	-3.1	-3	17	18	-1.4	102
Cc1noc(C)c1NC(=O)Nc1ccc2c(c1)CC(=O)N([C@H](C)CO)C[C@@H](C)[C@H](CN(C)CC1CCCCC1)O2	-9	-1	8	-2	-0.2	2	1	32	2.6	101
CCC1ON(C(C)C)C2c3nc4ccccc4n3CC12 (centres undefined)	8	-5	-8	-2	2.4	6	-13	6	-1.1	103
COc1ccc(-c2nc(N3CCC(C)CC3)[nH]c(=O)c2C#N)cc1	6	-3	-3	0	-0.9	0	5	-6	0.8	95
CCN(CC)CCN1C(=O)c2oc3ccccc3c(=O)c2C1c1ccc(C)cc1 (centres undefined)	-2	-6	8	2	-0.2	0	1	1	-0.2	.
O=c1cc(N2CCCCC2)c2ccccc2o1	5	-5	-9	13	-1.3	-3	7	-1	0.0	106
CC(=O)c1ccc2c(c1)OCCOCCOCCOCCO2	12	-4	-2	.	-0.7	4	4	4	1.3	105
Nc1nc2nccc(-c3ccco3)n2n1	2	2	-4	0	-1.4	1	7	5	0.5	97

Compound profiles (already shown):
O=c1cc(N2CCCCC2)c2ccccc2o1 reads RTF Ca sens act: 5; Keap1 Nrf2 FP: -5; Cardiac RTF inh: -9; Wnt act: 13; OPRM1-OPRD1 ag: -1.3; V-ATPase pHluor: -3; OPRM1-OPRD1 inv: 7; Arrestin-AP2 inh: -1; LANA DNA inh: 0.0; DSG3 Ab inh: 106
CN(Cc1ccccc1)CC(O)COc1ccc(CNCCOc2cccnc2)cc1 (centres undefined) reads RTF Ca sens act: 3; Keap1 Nrf2 FP: -3; Cardiac RTF inh: 10; Wnt act: -3; OPRM1-OPRD1 ag: -1.2; V-ATPase pHluor: 1; OPRM1-OPRD1 inv: 6; Arrestin-AP2 inh: -15; LANA DNA inh: -3.0; DSG3 Ab inh: 111

Assay outcomes as filed in PubChem BioAssay.
